Source: PubChem
ADAM10 inh = ADAM10 inhibition, QFRET primary screen. 370,000 compounds, 0.62% hits. O14672. recombinant ADAM10, EDANS/DABCYL FRET peptide cleavage, 3 h. inhibition, % at 7 µM;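 active = inhibition above a per-campaign cutoff equal to the mean of compounds falling between control-based bounds plus 3 SD, cut at about 20% in these data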;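 note: 0% = DMSO wells while the 100% control is not disclosed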
PLCg1 inh = PLC-gamma1 (human) inhibition, primary screen; 370,000 compounds, 0.84% hits; inhibition, % at 12.2 µM; purified PLC-gamma1, fluorogenic substrate, fluorescence; P19174; in the data active = inhibition above about 9.5%
DAX1 inh-1 = DAX1 (NR0B1) inhibition, primary screen | inhibition, % at 6.8 µM | HEK293T StAR-luciferase reporter, SF-1/DAX-1 repression relief | AID 652010 | 370,000 compounds, 1.1% hits;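 active = inhibition above the mean over all tested compounds plus 3 SD, cut at about 3.6% in these data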;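 note: 0% = DAX-1 cells with DMSO and 100% = cells lacking DAX-1 with DMSO; higher inhibition means more luminescence from relief of DAX-1 repression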
DAX1 inh-2 = NR0B1 (DAX1) inhibition. inhibition, % at 6.75 µM. HEK293 Gal4-DAX1 luciferase reporter, luminescence. AID 504766. P51843. 340,000 compounds, 0.99% hits;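 active = inhibition above the mean over all tested compounds plus 3 SD, cut at about 4.2% in these data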;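 note: 0% = DAX1-transfected cells with DMSO and 100% = empty-vector control cells with DMSO; inhibition shows as a rise in luminescence from relieved DAX1 repression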
hcDAF12 agonist = H. contortus DAF-12 activation, primary screen; HEK293 hcDAF-12 lit1-tk-luc reporter, luminescence; 0% DMSO, 100% Δ7-dafachronic acid; activation, % at 6.8 µM; 370,000 compounds, 1.4% hits;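 active = activation above the mean of all tested compounds plus 3 SD, cut at about 5.5% in these data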;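 note: 100% = response to 3 µM Δ7-dafachronic acid high control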
sPLA2-III inh = Blocks human group III sPLA2 activity. Q9NZ20. QFRET BODIPY PC-A2 liposome hydrolysis, fluorescence. 370,000 compounds, 0.56% hits. inhibition, % at 12.2 µM. AID 743126;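 active = inhibition above mean plus 3 SD of compounds lying within the high and low control bounds, cut at about 19% in these data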;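 note: 0% = median of test compound wells and 100% = no enzyme DMSO wells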
GAA850 FXN act = increases GAA850 frataxin promoter reporter activity; HEK293 lucGAA850 FXN promoter luciferase reporter, 24 h; percent of 10 µM SAHA response; activation, % at 6 µM; 360,000 compounds, 0.56% hits; AID 540364;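 active = activation above the average of all compounds screened plus 3 SD, cutoff fixed separately per campaign, cut at about 7.5% in these data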;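 note: 0% = DMSO wells and 100% = 10 µM SAHA wells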
ADAM17 inh = ADAM17 inhibition, QFRET primary screen. 370,000 compounds, 0.83% hits. recombinant ADAM17, EDANS/DABCYL FRET peptide cleavage. P78536. inhibition, % at 6.95 µM;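 active = inhibition above the mean of compounds lying between control limits plus 3 SD, set per campaign, cut at about 8.5% in these data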;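 note: 0% = DMSO-only wells as the low control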
hgDAF12 agonist = agonists of H. glycines DAF-12 nuclear receptor. 370,000 compounds, 1.8% hits. activation, % at 6.8 µM. HEK293 GAL4-hgDAF12 UAS-luciferase reporter, agonist luminescence; normalized to butyrate control;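 active = activation above a cutoff set at the mean of all screened compounds plus 3 SD, cut at about 10% in these data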;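 note: 0% = DMSO wells and 100% = sodium butyrate wells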
ssDAF-12 act = activators of S. stercoralis DAF-12 nuclear receptor; HEK293 ssDAF-12/GRIP1 lit1-tk-luc reporter, luminescence; % of 3 µM dafachronic acid response; AID 652126; activation, % at 6.8 µM; 370,000 compounds, 1% hits;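 active = activation above the mean over all tested compounds plus 3 SD, cut at about 0.9% in these data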;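 note: 0% = DMSO-only wells and 100% = 3 µM delta7-dafachronic acid wells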
PLCb3 inh = blocks human PLC-beta3 enzyme activity. Q01970. Purified PLC-beta3, fluorogenic substrate, fluorescence. inhibition, % at 12.2 µM. 370,000 compounds, 0.18% hits. AID 720704; in the data active = inhibition above about 11%;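 note: 0% = median of compound wells on plate and 100% = full blocker control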
Target sequence (Q01970 whole entry, looked up): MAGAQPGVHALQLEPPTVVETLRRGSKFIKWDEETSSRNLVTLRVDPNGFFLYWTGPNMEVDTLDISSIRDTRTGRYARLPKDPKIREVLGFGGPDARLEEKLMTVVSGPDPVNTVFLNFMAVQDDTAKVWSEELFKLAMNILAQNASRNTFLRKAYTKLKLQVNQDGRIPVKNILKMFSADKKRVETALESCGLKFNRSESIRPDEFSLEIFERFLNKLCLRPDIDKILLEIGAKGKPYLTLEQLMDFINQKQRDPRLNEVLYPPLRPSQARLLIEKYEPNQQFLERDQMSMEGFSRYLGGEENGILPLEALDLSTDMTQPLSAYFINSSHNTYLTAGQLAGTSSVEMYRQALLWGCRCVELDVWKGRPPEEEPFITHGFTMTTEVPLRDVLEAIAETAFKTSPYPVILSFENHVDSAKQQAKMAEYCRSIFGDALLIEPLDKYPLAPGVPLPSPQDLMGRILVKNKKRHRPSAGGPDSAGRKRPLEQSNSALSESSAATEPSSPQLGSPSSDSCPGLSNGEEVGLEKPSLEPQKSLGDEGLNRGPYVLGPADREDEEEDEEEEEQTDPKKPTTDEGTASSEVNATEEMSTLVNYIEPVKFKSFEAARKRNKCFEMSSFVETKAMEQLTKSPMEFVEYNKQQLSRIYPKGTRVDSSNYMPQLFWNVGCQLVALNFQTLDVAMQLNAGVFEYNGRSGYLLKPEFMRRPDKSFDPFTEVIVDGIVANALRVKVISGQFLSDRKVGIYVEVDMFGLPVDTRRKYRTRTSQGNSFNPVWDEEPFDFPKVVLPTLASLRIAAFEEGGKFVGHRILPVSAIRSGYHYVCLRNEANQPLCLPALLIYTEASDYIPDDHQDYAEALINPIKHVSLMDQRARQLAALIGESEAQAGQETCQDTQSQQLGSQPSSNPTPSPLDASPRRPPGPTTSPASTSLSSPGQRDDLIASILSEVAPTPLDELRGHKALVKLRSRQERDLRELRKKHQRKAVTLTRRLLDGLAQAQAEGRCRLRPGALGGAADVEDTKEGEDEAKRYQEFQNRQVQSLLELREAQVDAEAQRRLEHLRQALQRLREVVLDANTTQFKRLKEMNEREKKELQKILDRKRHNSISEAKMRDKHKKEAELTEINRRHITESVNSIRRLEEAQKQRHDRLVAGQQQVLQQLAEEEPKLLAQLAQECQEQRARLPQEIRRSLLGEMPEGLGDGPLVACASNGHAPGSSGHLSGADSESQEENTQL
Starred values were filed as active, the others as inactive; i = inactive; · = not tested or not shown. Not a hit list. About 6.9% of those tested had a hit in this group.

SMILES	ADAM10 inh	PLCg1 inh	DAX1 inh-1	DAX1 inh-2	hcDAF12 agonist	sPLA2-III inh	GAA850 FXN act	ADAM17 inh	hgDAF12 agonist	ssDAF-12 act	PLCb3 inh
COc1ccc(-n2c(SC/C=C/c3ccccc3)nnc2-c2cccs2)cc1	12	0	-1.8	·	-2.3	-6	·	4	1.5	-2.0	1
COc1ccc(C(=O)CN2C(=O)c3ccccc3C2=O)cc1	0	1	0.4	·	0.3	2	4.1	-4	2.2	1.5*	-4
COc1ccc(-c2n[nH]c(=S)n2/N=C/c2cccn2C)cc1	2	8	-0.4	0.8	-1.4	14	0.5	5	0.2	-0.5	-1
Cc1ccc(C2C3=C(CC(C)(C)CC3=O)N(CCN3CCOCC3)C3=C2C(=O)CC(C)(C)C3)cc1	-498	-347	-0.2	-0.6	-1.6	6	0.9	-194	0.6	-1.2	-401
COc1ccc(N2C(=O)CC(SC(C)C)C2=O)cc1 (stereo unspecified)	-5	-2	0.3	-0.3	-0.8	-5	0.9	-1	-2.2	-0.4	4
Cc1ccc(CSCC(Nc2ccc(C(=O)O)cc2[N+](=O)[O-])C(=O)O)cc1 (stereo unspecified)	0	0	-0.4	-0.9	-1.7	-2	-1.1	1	-1.6	-0.9	2
COc1cccc(N=Nc2c(N)[nH]n3c(=O)c4c(nc23)CCCC4)c1	3	2	-0.4	·	-1.5	5	-0.7	1	-1.4	-1.0	1
O=S(=O)(Nc1nc2ccccc2nc1Nc1ccc(N2CCOCC2)cc1)c1cc(Cl)ccc1Cl	-2	-18	0.6	0.6	0.7	-1	-0.1	-2	0.7	-1.6	-24
CN1CCN(S(=O)(=O)c2ccc([N+](=O)[O-])cc2)CC1	3	0	-0.3	1.2	-2.3	-1	1.8	-3	-1.2	-1.2	-2
Cc1ccc(Cl)c2sc(N3CCN(C(=O)c4ccco4)CC3)nc12	4	-1	-0.7	-0.2	-1.8	10	1.2	0	-1.2	-1.1	-8
O=C(COc1ccc(Cl)cc1)N1CCCC1	4	1	0.7	-0.4	-0.8	-2	1.8	-2	2.7	-1.1	0
Cc1ccc(C)c(NC(=O)CN(C)C(=O)c2ccc(S(=O)(=O)N3CCCCCC3)cc2)c1	-16	5	-1.2	0.1	1.1	8	1.1	-2	0.6	-1.1	-9
O=C(COc1cc(Cl)c(Cl)cc1Cl)Nc1ccc([N+](=O)[O-])cc1Cl	11	3	0.7	3.0	1.5	-1	-0.3	0	0.8	-1.0	-3
O=S(=O)(Nc1ccccc1-c1ccccc1)c1ccccc1	-13	0	-1.5	1.3	-0.3	-4	-0.6	-1	-1.5	-1.2	-6
Cc1ncc(CN2CCCCC2C(=O)Nc2ccc(Oc3ccccc3)nc2)cn1 (stereo unspecified)	-8	-2	-0.8	0.2	-1.1	4	1.2	-7	-1.9	-0.3	-9
CC(C)(C)OC(=O)C[C@@H]1C/C=C\C[C@H](CC(=O)N(CCO)Cc2ccccc2)C(=O)N[C@@H](Cc2c[nH]c3ccccc23)COC1=O	0	0	0.6	0.7	2.5	-72	-2.1	1	-0.7	-0.8	-3
CCNC(=O)CSc1nc2ccccc2c(=O)n1OC	11	1	0.1	0.9	-1.0	-3	-3.2	-1	-2.0	-1.0	3
CC(NC(=O)c1cn(C)c2ccc(S(=O)(=O)N3CCCC3)cc2c1=O)c1ccccc1 (stereo unspecified)	-5	-1	-0.3	0.5	-0.3	-1	0.9	-4	1.0	-0.8	-7
Cc1ccccc1OCCCN1CCCC1	-1	4	-0.4	0.7	0.7	0	-3.6	-2	1.5	-1.4	1
CCn1c(SCC(=O)Nc2nccs2)nnc1-c1ccco1	1	2	1.3	-0.9	0.0	-2	1.6	-1	0.8	-1.1	3
O=C(CCS(=O)(=O)c1ccc2c(c1)NC(=O)CO2)NCc1ccccc1	7	3	-0.2	-0.2	2.9	3	1.1	-4	-1.3	-1.3	2
CCC(=O)Nc1c2c(nn1-c1ccc(F)cc1)CS(=O)C2 (stereo unspecified)	-6	-1	-0.1	0.3	-1.4	3	-1.7	0	0.2	-1.5	5
Cc1cccc(C)c1NC(=O)CNC(=O)c1ccccc1OCc1ccccc1	-3	0	1.4	-0.1	0.2	-4	-0.4	1	0.1	-1.3	1
CC(=O)NC1(C(F)(F)F)C(=O)Nc2c1c(=O)n(C)c(=O)n2C (stereo unspecified)	3	-1	-0.7	3.6	-1.6	4	2.5	-4	-1.0	-0.1	1
Cc1ccc(CN2CCN(C(=O)c3ccncc3)CC2)cc1	-10	3	-0.2	1.3	-0.2	0	0.2	-2	-1.2	-1.1	1
CC(=O)c1ccc(OCc2cc(C(=O)N(C)C(C)c3nccs3)no2)cc1 (stereo unspecified)	2	-6	-0.5	0.3	-1.3	-7	-1.6	1	4.0	-0.8	-5
Cc1cc(=O)[nH]c2c(C)c(N)ccc12	i	-450	0.1	0.5	-1.6	1	-1.0	i	3.9	-1.3	i
Cc1c(C(=O)N/N=C/c2ccccn2)nnn1-c1nonc1N	-15	3	0.1	-0.8	-1.7	4	-2.2	-4	-1.8	-0.4	-7
COc1ccc(-c2nc(-c3ccc(Br)o3)no2)cc1OC	-8	0	0.9	0.9	3.9	9	1.5	-4	5.4	-0.7	4
Cc1ccnc2ccc(SC(F)(F)F)cc12	3	7	-0.4	1.4	-1.9	8	0.7	-3	-0.9	-0.6	-2
CCOC(=O)N1CCN(C(=O)c2ccc3c(=O)n(Cc4ccccc4OC)c(=S)[nH]c3c2)CC1	0	-3	0.7	0.5	-0.5	2	3.3	-2	1.4	-0.9	-2
CCCC(CCC(=O)Nc1ccn(-c2ccccc2)n1)C(=O)O (stereo unspecified)	4	-1	-0.2	1.0	-2.3	3	0.0	1	-3.4	0.2	-7
CN1CCC(N(C)C(=O)c2cc(-c3ccccc3Cl)nc3ccccc23)CC1	-8	1	0.7	1.1	-0.3	-5	2.2	-2	0.0	-1.2	-1
Cc1oc2c(C)c3oc(=O)c(CCC(=O)NCCCCCC(=O)O)c(C)c3cc2c1C	-196	-427	-0.1	-0.7	-2.0	7	-0.3	-91	1.1	-1.1	i
COc1ccc(-c2cc3ccccc3[nH]2)cc1	-57	-18	1.7	3.2	5.6*	-10	4.7	-16	9.5	-0.2	-34
Cc1ccccc1CCNC(=O)CCn1ccc2cc(S(=O)(=O)N3CCCC3)ccc21	-1	-1	-0.8	0.0	-0.6	-16	1.6	-2	-1.4	-1.1	-12
NC1=NC(=O)/C(=C/c2ccccc2OS(=O)(=O)c2ccc3ccccc3c2)S1	-8	5	0.6	-1.0	-2.1	17	1.3	-3	1.7	-0.9	-4
O=C(NC1CCN(S(=O)(=O)c2ccccc2C(F)(F)F)CC1)c1ccco1	3	1	-0.3	-0.1	-1.7	2	1.5	-2	-3.2	-1.1	0
Cc1ccc(OCCNC(=O)c2ccc(C)o2)cc1	-9	-2	-0.2	-0.2	0.9	5	0.2	-7	2.7	-0.6	-7
CC(C)C[C@@H](CO)N1CCN(Cc2cccnc2)CCC1=O	5	6	0.0	0.7	-1.6	5	1.9	0	1.1	-0.9	5
O=c1c(Cc2ccc(Cl)cc2Cl)c(O)ccn1CC(F)(F)F	-4	2	0.4	0.4	-0.3	-3	1.4	-4	1.0	-1.2	-4
COc1ccc(N/C(N)=N/c2nc(C)cc(=O)[nH]2)cc1	3	2	-0.2	0.1	-1.9	4	-1.0	-1	-0.9	-1.8	-3
COc1ccccc1C(=O)NC(=O)COC(=O)c1ccc(Br)o1	0	-14	0.4	0.7	-0.2	2	-0.9	-2	-1.2	-1.1	0
COc1ccc(CN2CCNC(=O)C2CC(=O)N(C)C2CCCCC2)cc1OC (stereo unspecified)	-13	-8	-0.5	0.6	1.3	3	1.0	-4	-1.0	0.7	-9
O=C(O)c1nc(NCc2ccccc2)ncc1Cl	-35	-15	0.0	0.6	1.9	4	-0.5	-8	1.8	-0.9	-33
O=C1CCCC(=O)N1c1ccc(Oc2ccc(Cl)cc2)cc1	1	2	-0.6	-0.5	-1.3	-4	1.1	0	4.2	-1.6	0
CN(C)CCCN(C(=O)c1ccc2c(c1)CCCC2)c1nc2c(F)cccc2s1	-11	-4	0.3	0.0	0.6	-4	0.2	-3	4.6	-0.4	-6
CC(C)(C)c1ccc(-c2nnc3n2N=C(c2ccc(Cl)cc2)CS3)cc1	-4	0	-1.2	·	-0.2	3	·	-2	0.4	-1.9	-1
Cc1[nH]n2c(=O)cc(C(C)C)nc2c1-c1ccccc1	-30	-37	-1.1	0.3	-0.6	-3	-1.5	-13	-1.1	-1.6	-47
COc1ccc(CNCCC(c2ccc(OC(C)C)cc2)c2ccccc2OC)cc1 (stereo unspecified)	4	8	-0.2	-1.1	0.1	2	0.5	1	-1.1	-1.2	0
CCCCOc1ccc(Cl)cc1CSc1n[nH]c(C)n1	13	1	-0.9	-0.7	-1.6	-13	-1.0	4	-0.9	-1.5	1
CC(CC(=O)N1CCN(C(=O)c2ccccc2)CC1)c1ccccc1 (stereo unspecified)	9	7	-0.5	-0.8	3.0	3	2.0	4	0.2	-0.2	0
N#C/C(=C\c1ccncc1)C(N)=O	-1	-3	0.2	0.3	-1.4	0	-0.5	-2	-1.2	-1.0	1
COc1ccc(NC(=O)CSc2nc3[nH]ncc3c(=O)[nH]2)cc1OC	-22	-6	-0.7	-1.9	0.4	16	0.3	0	-1.4	-1.2	-6
Cc1ccc(/C=C(\NC(=O)c2ccccc2)C(=O)NC(Cc2ccccc2)C(=O)O)cc1 (stereo unspecified)	1	-4	-0.1	-1.0	0.0	4	3.2	-4	-2.4	-1.2	-4
CC(=O)Nc1ccc(NC(=O)C(C)OC(=O)c2ccc(C)s2)cc1 (stereo unspecified)	0	2	-0.2	0.3	-1.9	0	1.5	-2	-2.8	-1.5	0
CCN1CCCC1CNCC(=O)Nc1ccc(OC(F)(F)F)cc1 (stereo unspecified)	-8	2	-0.1	3.6	0.2	11	2.5	-8	-1.7	-1.4	-6
CCCCN(C=O)c1c(CC)nc2c(OCc3ccccc3C)cccn12	0	-1	-1.5	·	-1.5	-5	-0.1	-1	-4.5	-1.4	-1
c1ccc(Cn2ncc3c(N4CCCCC4)ncnc32)cc1	7	-2	0.8	0.7	-0.1	5	2.1	-2	0.8	-1.0	3
CCC(C)(C)C1CCC(=NNS(=O)(=O)c2ccc(C)c([N+](=O)[O-])c2)CC1 (stereo unspecified)	1	1	-0.3	-0.4	0.1	-2	0.9	-1	-1.7	-0.8	-1
CC(C)(CO)NC(=O)C(c1ccccc1)c1ccccc1	-5	0	0.1	0.0	0.5	-4	0.5	-2	1.4	-1.0	3
